# RPL19A TOR yeast – yeast TOR pathway RPL19A-GFP modulation; S. cerevisiae RPL19A-GFP strain, flow cytometry, 3 h; hits give low values; percent response vs DMSO, % at 10 µM; 330,000 compounds, 0.3% hits; AID 2025;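 active means percent response vs DMSO below 50%; inconclusive means fewer than 70 events counted for the yeast strain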;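 further: median channel GFP fluorescence of the barcoded RPL19A-GFP strain; ratio of sample median GFP to plate DMSO average so 100% = DMSO; lower means less RPL19A-GFP as with rapamycin TOR inhibition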
# CR mimetic SO – lowers age-related superoxide in aged yeast cells; superoxide response (% of plate mean), % at 10 µM; 330,000 compounds, 0.18% hits; S. cerevisiae aged cells, superoxide DHE fluorescence; hits give low values;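 active means superoxide response under a set limit, about three screen SD below normal, cut at about 65% in these data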;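 further: yeast aged for seven days with compound at 30 °C before DHE staining; 100% = average MFI of all compound-treated wells on the plate with controls excluded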
# MEP2 TOR yeast – modulators of TOR pathway MEP2-GFP in S. cerevisiae; S. cerevisiae MEP2-GFP strain, flow cytometry GFP, 3 h; 100% = DMSO control level; GFP response vs DMSO, % at 10 µM; 330,000 compounds, 0.51% hits; AID 2016;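 active means GFP response versus DMSO above a set limit, roughly screen mean plus 3 SD, cut at about 180% in these data; inconclusive means fewer than 70 cells counted for a yeast strain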;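 further: median GFP fluorescence of the barcode-gated MEP2-GFP cells per well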
# AGP1-GFP MLPCN – modulators of TOR pathway AGP1-GFP in S. cerevisiae; AID 2066; S. cerevisiae AGP1-GFP multiplex flow cytometry, 3 h; GFP as percent of DMSO wells; 320,000 compounds, 0.02% hits; GFP response vs DMSO, % at 10 µM;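 active means GFP response relative to DMSO above a set limit, near screen average plus 3 SD, cut at about 150% in these data; inconclusive means fewer than 70 cells counted for the yeast strain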;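 further: median GFP channel fluorescence of the gated AGP1 strain per well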
# LAP4-GFP MLPCN – yeast TOR pathway LAP4-GFP modulation; AID 2023; 320,000 compounds, 0.34% hits; S. cerevisiae LAP4-GFP multiplex, flow cytometry GFP, 3 h; median GFP as percent of DMSO wells; GFP response vs DMSO, % at 10 µM;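 active means GFP response vs DMSO above a set limit, about the screen mean plus 3 SD, cut at about 150% in these data; inconclusive means under 70 cell events counted for the yeast strain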
# CIT2 TOR yeast – alters CIT2-GFP fluorescence in TOR pathway yeast screen. S. cerevisiae CIT2-GFP strain, flow cytometry, 3 h; 100 means same as DMSO wells. GFP response vs DMSO, % at 10 µM. 320,000 compounds, 0.065% hits;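 active means GFP response relative to DMSO above a set limit, near the screen mean plus 3 SD, cut at about 150% in these data; inconclusive means Fewer than 70 cells measured for a yeast strain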;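 further: ratio of well median GFP fluorescence to mean of DMSO wells on the plate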
# AHR activator – activators of human aryl hydrocarbon receptor; P35869; AHR-responsive luciferase reporter cells, luminescence; AID 2796; activation, % at 5 µM; 320,000 compounds, 2.5% hits; in the data active means activation above about 47%;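 further: 0% = vehicle wells and 100% = reference agonist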
# Target sequence (P35869 whole entry, looked up): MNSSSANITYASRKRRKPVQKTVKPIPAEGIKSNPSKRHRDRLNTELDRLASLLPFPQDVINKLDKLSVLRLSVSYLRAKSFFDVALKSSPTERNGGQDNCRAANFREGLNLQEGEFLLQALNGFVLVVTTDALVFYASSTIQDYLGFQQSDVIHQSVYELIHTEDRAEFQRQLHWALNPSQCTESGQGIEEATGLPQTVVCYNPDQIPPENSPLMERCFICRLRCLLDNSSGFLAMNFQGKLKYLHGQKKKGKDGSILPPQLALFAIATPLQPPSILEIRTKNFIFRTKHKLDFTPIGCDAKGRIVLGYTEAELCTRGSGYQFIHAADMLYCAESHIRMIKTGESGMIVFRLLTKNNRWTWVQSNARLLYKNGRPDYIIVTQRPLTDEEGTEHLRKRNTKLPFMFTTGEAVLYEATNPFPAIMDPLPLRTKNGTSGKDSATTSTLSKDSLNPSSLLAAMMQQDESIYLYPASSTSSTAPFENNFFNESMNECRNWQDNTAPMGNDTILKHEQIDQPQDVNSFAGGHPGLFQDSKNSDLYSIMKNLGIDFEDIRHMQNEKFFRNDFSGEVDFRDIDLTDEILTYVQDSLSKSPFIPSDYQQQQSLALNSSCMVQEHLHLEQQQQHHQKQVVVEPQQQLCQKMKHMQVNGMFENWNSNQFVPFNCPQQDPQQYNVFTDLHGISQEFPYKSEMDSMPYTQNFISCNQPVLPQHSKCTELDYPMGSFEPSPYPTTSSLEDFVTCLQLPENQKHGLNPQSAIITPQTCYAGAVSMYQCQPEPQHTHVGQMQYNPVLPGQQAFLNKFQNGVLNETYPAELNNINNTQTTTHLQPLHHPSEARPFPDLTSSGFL
# Efflux pump inh – blocks antifungal efflux pumps in multiplex yeast assay | S. cerevisiae Candida pump triplex, Nile Red efflux | inhibition, % at 10 µM | 330,000 compounds, 0.44% hits | AID 485275;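 active means plate passing quality check with inhibition over a set limit, or well fluorescence over plate mean plus 4 SD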;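 further: Nile Red retained in pooled yeast measured as flow cytometry median fluorescence; 0% = buffer negative control and 100% = Enniatin B positive control; higher means more Nile Red kept so more efflux inhibition; some compounds called inactive have numbers as strong as hits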
# * hit, by the source's call; ? = inconclusive; . = not tested or not shown.
# Values run as follows: RPL19A TOR yeast	CR mimetic SO	MEP2 TOR yeast	AGP1-GFP MLPCN	LAP4-GFP MLPCN	CIT2 TOR yeast	AHR activator	Efflux pump inh
> CC(NC(=O)CN(C)CC(=O)Nc1ccc(Cl)c(C(F)(F)F)c1)c1ccccc1 (stereo not drawn)
    104	102	103	113	110	108	1	-0.1
> O=C(O)CCN1C(=O)S/C(=C\c2cccnc2)C1=O
    101	113	99	105	92	94	3	0.4
> O=C1Nc2ccccc2N(O)N1c1ccc(Cl)c(Cl)c1
    96	107	94	99	105	96	0	-0.2
> Cc1c(C(c2ccc(O)cc2)c2c(C)n(C)n(-c3ccccc3)c2=O)c(=O)n(-c2ccccc2)n1C
    96	103	97	94	100	97	-1	-0.2
> COc1ccc(C(=O)NNC(=S)NC(=O)c2cccnc2)cc1
    110	100	105	122	97	94	1	0.1
> CCCc1cc(=O)oc2cc(OCC(=O)NC3CC(C)(C)NC(C)(C)C3)ccc12
    103	88	109	101	98	104	3	-0.4
> Cc1ccc(C)c(OCCC(=O)OCC(=O)Nc2ccc(Cl)cn2)c1
    91	101	96	88	104	88	3	0.0
> CCOc1cc(N2CCOCC2)c(OCC)cc1NC(=O)COC(=O)CCOc1ccc(C)cc1
    99	92	95	109	103	99	1	0.1
> C[N+](C)=C1SCC(C)(/C=N/O)S1 (stereo not drawn)
    103	106	100	106	105	103	-1	-0.2
> CCn1c(C)c(C(C)=O)c(N2CCN(c3ccc(F)cc3)CC2)nc1=S
    93	101	95	91	89	88	-2	0.1
> c1ccc(CCn2nnnc2C(c2cccnc2)N2CCN(c3ccccc3)CC2)cc1 (stereo not drawn)
    100	94	106	102	101	97	5	0.1
> CCOC(=O)C1(C(F)(F)F)N=C(C(F)(F)F)Nc2ccc(F)cc21 (stereo not drawn)
    104	83	102	95	94	94	8	0.5
> Cc1ccc(Nc2nc3c(c(=O)[nH]c(=O)n3C)n2Cc2ccc(F)cc2)cc1
    101	95	102	105	103	99	5	0.1
> Cc1cc(N2CCN(C(=O)c3ccco3)CC2)n2nc(-c3cccc(F)c3)cc2n1
    93	97	100	88	106	93	2	0.1
> CC(C)(Oc1ccc(Cl)cc1)C(=O)N1CCC(C(N)=O)CC1
    91	133	95	101	103	85	2	-0.2
> C[C@H](CO)N1C[C@H](C)[C@@H](CN(C)S(=O)(=O)c2ccc(F)cc2)Oc2ccc(NC(=O)Nc3ccc4c(c3)OCO4)cc2C1=O
    104	91	103	107	106	91	1	0.5
> CCCc1cc(=O)n2[nH]c(NCc3c(F)cccc3Cl)nc2n1
    111	101	102	.	115	107	3	0.1
> COc1ccc(NC(=O)CSc2ccc(-c3ccccn3)nn2)cc1OC
    99	120	99	98	103	91	7	0.5
> CCC(=O)Nc1cccc(NC(=S)NC(=O)c2ccccc2)c1
    108	100	101	102	96	108	41	-1.8
> CCN(CC)C(=O)C1CCC(CNS(=O)(=O)c2cccc3cccnc23)CC1 (stereo not drawn)
    97	101	107	100	98	98	4	0.1
> Cc1cc(C(=O)NNc2ccc(C)c(C)c2)no1
    103	95	102	102	108	95	2	-0.1
> COc1ccc(/C=C/C(=O)NCCn2c(C)cc3ccccc32)cc1OC
    98	104	103	104	106	114	0	0.0
> NNC(=S)Nc1ccc(Cl)cc1
    97	92	104	101	111	107	8	0.1
> Cc1ccc(NC(=O)Cc2nnc(SCC(=O)c3ccc(Br)cc3)n2C)cc1
    .	129	99	107	105	98	8	0.4
> COc1ccccc1C(C)Nc1ccc(S(=O)(=O)N2CCN(C)CC2)cc1[N+](=O)[O-] (stereo not drawn)
    97	91	102	103	101	104	1	0.0
> O=C(NCc1cccnc1)C(=O)Nc1ccc2c(c1)OCO2
    103	100	104	109	97	97	36	-0.3
> CC(C)C[C@@]12C(=O)N(c3cccc(F)c3)C(=O)N1[C@H](c1ccc(F)cc1)[C@@H]1C(=O)N(C3CCCCC3)C(=O)[C@@H]12
    95	98	95	80	127	67	-1	-0.1
> CC(=O)c1ccccc1OCCOCCOc1ccccc1C(C)=O
    101	87	92	94	92	96	9	0.2
> CNC(=O)C1CN(C(=O)c2cccc(S(=O)(=O)N3c4ccccc4CC3C)c2)c2ccccc2O1 (stereo not drawn)
    100	85	102	105	109	89	20	0.0
> Cc1cccc(C)c1NC(=S)NC(=O)CCc1ccccc1
    98	112	101	96	110	97	-1	0.0
> COc1ccc(/C=N/Nc2ncnc3sc4c(c23)CCCC4)cc1O
    92	83	106	83	92	105	32	-0.6
> CC1CCCCN1C(=O)COc1ccc(S(=O)(=O)N2CCCC2)cc1[N+](=O)[O-] (stereo not drawn)
    91	99	96	93	93	94	0	0.1
> CC(=O)Nc1ccc(OC(=O)c2cc3cc(Br)cc(Br)c3oc2=O)cc1
    85	114	?	83	74	94	-1	0.4
> COc1ccccc1NC(=O)C1=C(C)NC2=C(C(=O)CC(c3ccc(OC)c(OC)c3)C2)C1c1coc2ccccc2c1=O (stereo not drawn)
    95	98	110	94	103	96	6	-0.3
> CCSc1nc2ccccc2n1Cc1nc(N)nc(N(C)C)n1
    101	103	104	95	101	96	-1	0.1
> CC(=O)Nc1ccc(/C=N/N2C(C)CCCC2C)cc1 (stereo not drawn)
    96	90	100	90	99	95	1	0.2
> O=C(NC(=S)N1CCN(c2ccccc2)CC1)c1ccccc1
    100	98	95	100	109	96	-1	0.0
> CCOC(=O)C1CCN(C(=O)COC(=O)CCOc2ccc(C)cc2)CC1
    94	102	83	90	.	95	-1	0.0
> CCN(CC)CCN(C(=O)c1ccc2c(c1)OCCO2)c1nc2cc3c(cc2s1)OCO3
    103	108	106	112	129	108	11	-0.1
> CCOC(=O)c1sc(NC(=O)CSc2nc(C)cc(C)n2)c(C#N)c1C
    100	88	102	102	110	93	5	-0.1
> COc1ccc(C(=O)CSc2nnc(-c3ccccc3)o2)cc1
    105	95	109	114	109	110	0	-0.1
> Cc1ccc(NC(=O)CSC2=C(C#N)C(c3ccco3)C3=C(CCCC3=O)N2)cc1 (stereo not drawn)
    101	91	103	102	99	104	4	-0.1
> CC(C)c1ccccc1NC(=S)NCc1ccncc1
    116	90	106	91	101	98	6	0.1
> CC(C)Oc1cc(C(=O)NC2CCCCC2)c2ccccc2n1
    99	124	104	92	94	96	7	-0.1
> O=C(COc1cccc(C(F)(F)F)c1)NCC(c1ccco1)N1CCCC1 (stereo not drawn)
    100	83	100	102	99	98	3	0.1
> O=C(COC(=O)Cc1ccccc1[N+](=O)[O-])NCc1ccccc1Cl
    101	118	96	98	91	102	3	0.0
> O=C1CSc2ccc(S(=O)(=O)N3CCN(c4ccccc4)CC3)cc2N1
    97	111	95	95	98	93	2	1.0
> Cc1ccc(OCCNC(=O)Cc2ccc(F)cc2)cc1
    93	88	88	94	83	85	-1	0.0
> Cc1cccc(/C=C(\C(=O)O)c2ccc(S(=O)(=O)N3CCCC3)s2)c1
    96	108	106	103	101	95	0	0.1
> COc1ccccc1N(CC(=O)NC1CCCCC1)C(=O)c1csnn1
    98	89	102	110	96	105	-3	0.0
> CC(=O)Nc1ccc(SCC(=O)c2cc(C)n(Cc3cccs3)c2C)cc1
    103	103	99	107	95	92	-12	0.0
> Cn1c(-c2sc3ccccc3c2Cl)n[nH]c1=S
    87	104	94	92	108	69	-3	-0.1
> C[C@@H]1NC(=O)[C@@]2(C)[C@@H](c3ccccc3)[C@H]3COc4ccc(Cl)cc4[C@@H]3N2C1=O
    100	108	87	109	112	107	2	-0.4
> Cc1ccc(CNC(=O)c2sc3ccc(S(=O)(=O)N4CCCCC4)cc3c2N)cc1
    103	101	102	99	92	104	4	0.0
> COc1ccccc1-n1cnc2cc(C(=O)NCc3ccco3)ccc21
    95	91	102	101	96	111	-3	0.1
> COc1cc(NC(=O)COC(=O)Cn2cnc3c2c(=O)n(C)c(=O)n3C)cc(OC)c1
    98	89	104	94	101	102	1	0.1
> COc1ccc2nc(NC(=O)CSc3nc(SC)ns3)sc2c1
    103	92	103	96	94	103	47	0.0
> COc1ccc(Cl)cc1N(CC(=O)Nc1ccc2c(c1)OCO2)S(C)(=O)=O
    100	96	98	95	93	90	76*	0.0
> Cc1nc2ccccc2nc1OCc1ccc([N+](=O)[O-])cc1
    101	91	104	114	104	104	-4	-0.1
> CN(CC1CCOCC1)C(=O)CC1C(=O)NCCN1CC1CCCCC1 (stereo not drawn)
    95	111	90	98	99	108	0	0.0

# Other compounds:
# Values run as follows: RPL19A TOR yeast	CR mimetic SO	MEP2 TOR yeast	AGP1-GFP MLPCN	LAP4-GFP MLPCN	CIT2 TOR yeast	AHR activator	Efflux pump inh
> CCCCOC(=O)c1nc[nH]c1C(=O)OCCCC
    96	100	91	88	79	81	2	0.0
> CCCCOc1ccc(S(=O)(=O)NCc2csc(C)n2)cc1
    107	97	88	71	90	62	3	0.0
> Cc1ccc(OCC(=O)NNC(=O)C2CCN(c3ncnc4sc(C)c(C)c34)CC2)cc1
    110	78	108	119	112	100	3	-0.1
> CC(C)NC(=O)NC(=O)COC(=O)c1ccc(F)cc1F
    103	96	107	108	99	103	2	-0.8
> Nc1c(C(=O)OCC(=O)NCc2ccccc2)[nH]c(=O)[nH]c1=O
    103	71	108	113	111	123	2	0.1
> COc1cccc(C(=O)OCCN2CCOCC2)c1
    104	90	100	103	95	101	-1	0.0
> CN(CCCNC(=O)Cn1cccc1C(=O)c1ccccc1)C1CCCCC1
    100	98	100	106	103	106	1	0.0
> CC(C)(C)c1csc(NC(=O)c2ccc3nccnc3c2)n1
    100	104	113	99	105	109	-1	0.1
> CC(C)(C)OC(=O)N1CCN(C(=O)c2nc[nH]c2C(=O)N2CCN(c3ccccc3)CC2)CC1
    98	100	95	100	104	98	1	0.0
> Cc1c(NC(=O)c2cccs2)cccc1C(=O)O
    97	103	94	97	97	98	15	0.1
> COC(=O)c1c(NC(=O)CS(=O)(=O)c2ccccc2)sc(C)c1C
    102	96	102	107	110	103	4	-0.1
> COc1cc(Cl)c(C)cc1NC(=O)c1ccc(S(C)(=O)=O)cc1
    101	88	102	105	85	111	-5	-0.1
> O=C(Nc1ccccc1)Nc1ccccc1-n1ccnc1
    97	143	98	96	96	95	17	0.0
> Nc1nc2c(Cl)ccc(Cl)c2s1
    101	85	98	99	92	103	3	-0.1
> Cc1csc(NC(=O)CSc2nnc(NC(=O)COc3ccc(Cl)cc3)s2)n1
    100	82	106	100	103	109	4	-0.1
> CSc1nc(C(C)C)ccc1CNC(=O)CC(C)c1ccccc1 (stereo not drawn)
    98	102	96	86	95	95	1	-0.3
> O=C(c1cc2n(n1)C(C(F)(F)F)CC(c1ccco1)N2)N1CCN(c2ccccn2)CC1 (stereo not drawn)
    101	94	106	100	96	105	2	-0.2
> CC(=O)c1c(O)c(C)c(-c2ccccc2)n(-c2ccccc2)c1=O
    97	90	99	97	101	95	-1	0.0
> COc1cccc(NC(=O)c2ccc(NC(=O)C3CC(=O)OC34CCCCC4)cc2)c1 (stereo not drawn)
    95	95	96	101	107	91	1	-0.3
> CN(C)S(=O)(=O)c1ccc(-c2csnn2)s1
    99	83	102	104	102	106	0	0.0
> Cc1cccc(N2C(=O)Cc3ccccc3C2=O)c1
    101	104	105	100	97	98	0	0.0
